Source: PubChem
HP1b binding inh: blocks HP1-beta chromodomain binding to methylated histone tails; AID 540317; Potency, µM (doses to about 114 µM), without a hit: at the highest dose activity change, negative = inhibition, most hits filed as inhibitors; AlphaScreen HP1-beta / biotin-H3K9me3 peptide binding; hit rate 0.56% among 390,000; further: potency means the concentration at half of the fitted maximal effect; nearly all actives have a fitted effect of over 70% in size; inactives centre near 23
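AlphaScreen: HP1-beta (50 nM) preformed 30 min with biotin-H3(1-18)K9me3 peptide (50 nM) in PBS pH 7.4, 0.01% Tween-20. Compound added for 30 min at RT, then streptavidin donor/nickel chelate acceptor beads (10 ug/mL) for 30 min.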
GLS inhibitor: blocks human kidney-isoform glutaminase activity | O94925 | GLS enzymatic activity, qHTS titration | Potency, µM (doses to about 45.5 µM), without a hit: top-dose activity change, negative = inhibition, hits mostly inhibitors | hit rate 0.21% among 410,000 | AID 624170; further: potency means the concentration at half of the fitted maximal effect; on the % scale 0 is the no-effect control and ±100 the full control effect
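hKGA in 45 mM KH2PO4 (pH 8.2), 0.02% Tween-20 with compound, then 1mM L-Glutamine (stock as added) plus glutamate oxidase/HRP/Amplex red coupling mix. Fluorescence read initially and after 30 min at RT; signal change reflects glutamate formation.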
JMJD2A Tudor: blocks the human JMJD2A Tudor domain | AlphaScreen JMJD2A-Tudor / H3K4me3 peptide binding | hit rate 4.4% among 390,000 | O75164 | Potency, µM (top dose mostly 114 µM), for the others: at the highest dose activity change, negative = inhibition, usual class: inhibitors; further: potency means the concentration at half of the fitted maximal effect; on the % scale 0 is the no-effect control and ±100 the full control effect; nearly all actives have a fitted effect of over 50% in size
Target sequence (O75164 whole entry, looked up, the tested form may be a part): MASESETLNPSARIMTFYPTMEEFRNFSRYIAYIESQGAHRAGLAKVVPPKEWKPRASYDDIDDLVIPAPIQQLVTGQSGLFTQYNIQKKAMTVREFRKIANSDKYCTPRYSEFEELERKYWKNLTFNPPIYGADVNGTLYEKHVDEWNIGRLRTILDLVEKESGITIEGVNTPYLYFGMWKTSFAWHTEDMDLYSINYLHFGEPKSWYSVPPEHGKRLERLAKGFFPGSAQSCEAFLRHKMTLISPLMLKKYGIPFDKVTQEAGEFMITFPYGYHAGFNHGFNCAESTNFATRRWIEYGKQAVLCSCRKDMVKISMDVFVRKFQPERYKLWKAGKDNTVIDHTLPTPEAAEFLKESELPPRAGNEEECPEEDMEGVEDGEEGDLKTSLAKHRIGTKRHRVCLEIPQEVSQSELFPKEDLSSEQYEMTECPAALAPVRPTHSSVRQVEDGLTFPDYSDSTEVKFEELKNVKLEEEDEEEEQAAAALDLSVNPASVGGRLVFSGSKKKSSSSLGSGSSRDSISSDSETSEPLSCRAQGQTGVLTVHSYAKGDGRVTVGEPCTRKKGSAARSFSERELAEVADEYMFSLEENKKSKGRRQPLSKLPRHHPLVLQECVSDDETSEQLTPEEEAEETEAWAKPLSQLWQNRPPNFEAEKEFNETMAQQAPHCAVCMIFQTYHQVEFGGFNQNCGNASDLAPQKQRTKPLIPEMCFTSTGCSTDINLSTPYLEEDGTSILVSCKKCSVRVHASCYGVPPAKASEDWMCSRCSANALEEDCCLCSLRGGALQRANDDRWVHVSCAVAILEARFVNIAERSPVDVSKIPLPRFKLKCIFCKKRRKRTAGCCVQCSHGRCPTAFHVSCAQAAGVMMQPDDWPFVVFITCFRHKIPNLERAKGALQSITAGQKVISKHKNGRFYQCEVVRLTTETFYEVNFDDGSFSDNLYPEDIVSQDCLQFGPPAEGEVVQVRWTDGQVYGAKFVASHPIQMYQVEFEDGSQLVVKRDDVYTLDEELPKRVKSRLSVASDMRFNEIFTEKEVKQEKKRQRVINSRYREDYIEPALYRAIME
Pol eta inh: DNA polymerase eta (human) inhibition; Q9Y253; recombinant Pol eta, fluorescent DNA replication assay; Potency, µM (top dose mostly 114 µM), for the others: at the highest dose activity change, negative = inhibition, most hits filed as inhibitors; hit rate 1.2% among 390,000; AID 588591; further: potency means the concentration at half of the fitted maximal effect; on the % scale 0 is the no-effect control and ±100 the full control effect
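Pol eta at 10 nM preincubated with compounds 15 min at room temperature; reaction started with fluorescent substrate (50 nM final) and read kinetically at 0 and 10 min.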
BAZ2B inh: inhibitors of human BAZ2B bromodomain; AlphaScreen BAZ2B-H3K14Ac peptide displacement; Potency, µM (series often up to 114 µM), for the others: at the top dose activity change, negative = inhibition, actives largely listed as inhibitors; hit rate 4.4% among 360,000; AID 504333; further: potency means the concentration at half of the fitted maximal effect; on the % scale 0 is the no-effect control and ±100 the full control effect; nearly all actives have a fitted effect of over 60% in size
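AlphaScreen luminescence quantifies BAZ2B engagement of H3K14Ac peptide; the protein and biotinylated peptide are both at 50 nM final, buffer PBS pH 7.4 with 0.01% Tween-20, all steps at room temperature.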
Pin1 inhibitor: inhibitors of human Pin1; Q13526; Pin1 FP peptide displacement, HiFluor488, 10 min; Potency, µM (top dose mostly 115 µM), for inactives: at the top dose activity, negative = inhibition, usual class: inhibitors; hit rate 0.009% among 390,000; AID 504891; active means well fitted inhibition curve with a large enough effect in the polarisation, with a control signal flat, not every such curve was filed as active; inconclusive means small, poorly fitted or top-dose-only effect, or effect the other way, or a change in a side signal; inactive means no such curve, though single readings can be large or run the other way; the % refers to the polarisation; further: potency means the concentration at half of the fitted maximal effect; on the % scale 0 is the no-effect control and ±100 the full control effect
PI4K2A block: blocks human PI4K2A kinase activity | Q9BTU6 | purified PI4K2A, ADP-Glo luminescence, 1 h; hits give low values | activity change, negative = inhibition, % at 76.9 µM | hit rate 0.13% among 420,000 | AID 1346378; in the data active means activity change below about -50%; inconclusive means mostly about -30% to -49%;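 further: -100% = wells without enzyme as full effect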
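In this quantitative HTS, ADP production by PI4K2A was quantified luminescently after 1 h at ambient temperature; 100 microM adenosine served as plate-quality control.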
G9a block: G9a (human) methyltransferase inhibition. Q96KQ7. G9a H3K9 monomethylation, AlphaScreen, 2 h. Potency, µM (highest dose often 102 µM), for the others: at the highest dose activity, negative = inhibition, usual class: inhibitors. hit rate 8.8% among 350,000. AID 504332; further: potency means the concentration at half of the fitted maximal effect; on the % scale 0 is the no-effect control and ±100 the full control effect; nearly all actives have a fitted effect of over 75% in size
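Readings reflect AlphaScreen signal from monomethyl-H3K9 antibody detection. HMT at 20 nM; substrate b-H3K9 500 nM; cofactor SAM 20 uM; 2 h RT reaction; compounds tested as titrations in qHTS with 15 min preincubation.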
Tb PGK inh: blocks T. brucei phosphoglycerate kinase; P07378; PGK/GAPDH coupled, Kinase-Glo luminescence, 60 min; Potency, µM (top dose mostly 57.5 µM), without a hit: at the highest dose activity change, negative = inhibition, most hits filed as inhibitors; hit rate 0.043% among 380,000; further: potency means the concentration at half of the fitted maximal effect; on the % scale 0 is the no-effect control and ±100 the full control effect; nearly all actives have a fitted effect of over 60% in size
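Luminescent ATP detection (Kinase-Glo Plus) follows a 60-minute room-temperature incubation, with wells lacking PGK as controls. Buffer: 100 mM TEA (pH 7.6), 5 mM MgCl2, 0.01% Tween-20. Coupling enzyme GAPDH (100 nM final) supplies unstable 1,3-BPG in-well.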
Starred values were filed as active, the others as inactive; i = inactive; ? = inconclusive; nt = not tested or not shown; [ ] = remark or other dose. Unless noted, the call rests on the fitted dose curve; in most records, active means well fitted curve in the direction sought with a large enough effect; inconclusive means small, poorly fitted or top-dose-only effect, or another doubt; inactive means no such curve, though single readings can be large; an effect the other way counts as inactive or inconclusive.

no.	smiles	Tb PGK inh	HP1b binding inh	PI4K2A block	GLS inhibitor	Pin1 inhibitor	G9a block	JMJD2A Tudor	BAZ2B inh	Pol eta inh
1	Cc1cccc(N2C(=O)C(CC(=O)Nc3ccc(F)cc3)N(C3CCCC3)C2=O)c1 (centres undefined)	-1%	45%[activator]	-9	-5%	2%	4%[59 µM]	3%	-2%	7%
2	COc1cc2c(cc1OC)C(C)N(C(=O)c1cc3c(=O)oc4ccc(C)cc4c3s1)CC2 (centres undefined)	-5%	40%[activator]	1	-8%	-1%	11%	-12%	-6%	-18%
3	O=C(CSc1ncn[nH]1)Nc1ccc(Cl)c(S(=O)(=O)N2CCOCC2)c1	-3%	61%[activator]	4	-1%	-16%	50µM*	-19%	nt	-10%
4	CCCCC(CC)CNC(=O)C(=O)c1ccccc1NC(C)=O (centres undefined)	-9%	15%	-4	0%	-9%	25%[59 µM]	3%	-6%	-19%
5	Cc1csc(SCC(=O)Nc2ccc3c(c2)OCCO3)n1	-3%	42%[activator]	1	-12%	1%	-9%[12.7 µM]	-5%	1%	-16%
6	CCC(c1nnc(SCC(=O)Nc2ccc(C(=O)N(C)C)cc2)n1Cc1ccccc1)N(C)C (centres undefined)	-10%	12%	-1	2%	-8%	10%	-11%	-11%	-24%
7	O=C1N[C@@H](Cc2ccccc2)COC(=O)[C@H](Cc2ccc(F)cc2)CC/C=C/C[C@@H]1CC(=O)N(CCO)Cc1ccccc1	0%	7%	0	1%	2%	nt	-33%	nt	-16%
8	O=C1C=C(c2ccc3c(c2)OCO3)C[C@@H](c2ccc(Cl)cc2)C1	4%	18%	-3	1%	4%	12%[0.501 µM]	-11%	28%	-8%
9	COC(=O)c1c(C)oc(C)c1S(=O)(=O)Nc1ccccc1	-3%	47%[activator]	2	-4%	-4%	0%	-10%	-7%	0%
10	O=C(NCc1ccc2c(c1)OCO2)C(=O)Nc1ccccc1	-1%	16%	-1	1%	-2%	-18%	-13%	-15%	0%
11	COc1ccc(OC)c(S(=O)(=O)N2c3cc(F)ccc3CCC2C)c1 (centres undefined)	-2%	29%	7	1%	?	13%[59 µM]	-4%	-3%	-15%
12	CCC(C)NC(=O)c1cccc(C)c1 (centres undefined)	-10%	1%	6	1%	-4%	10%	-14%	0%	0%
13	Cc1cccc(C(=O)NCC(=O)OCC(=O)N(C)CC(=O)Nc2ccccc2Cl)c1	8%	14%	1	6%	-13%	8%[59 µM]	-14%	3%	-1%
14	COc1ccccc1C(=O)C1CCCN(C(=O)c2cccnc2SC)C1 (centres undefined)	16%	32%	-3	9%	2%	-20%	-2%	-20%	-12%
15	COc1ccc(S(=O)(=O)N2CCC(C(=O)NCCN3CCOCC3)CC2)cc1	-8%	16%	-27	0%	3%	2%	-12%	-18%	-11%
16	Cc1ccc(Nc2nc(-c3ccccc3)cs2)nc1	-4%	25%	-5	1%	?	2%[59 µM]	-13%	?	-14%
17	Cc1cccc(C)c1OCC(=O)N/N=C/c1cccn1C	-4%	-21%	0	15%	4%	?	?	?	-7%
18	Cc1ccc(S(=O)(=O)NNC(=O)Nc2ccc(Cl)c(Cl)c2)cc1	i	73%[activator]	-24	12%	8%	nt	3%	-15%	-9%
19	COc1cc2c(C(=O)NCc3ccc(C)o3)cn(CC(C)C)c(=O)c2cc1OC	-5%	10%	-3	7%	-2%	45µM*	-21%	4%[57.1 µM]	4%
20	N#CC1(c2nc3ccccc3[nH]2)CC1c1ccc2c(c1)OCO2 (centres undefined)	-6%	42%[activator]	-4	-3%	1%	-8%[12.7 µM]	-19%[57.1 µM]	-3%	-10%

no.	smiles	Tb PGK inh	HP1b binding inh	PI4K2A block	GLS inhibitor	Pin1 inhibitor	G9a block	JMJD2A Tudor	BAZ2B inh	Pol eta inh
21	O=C(NC1CC1)C1=C[C@@H](C2CC2)C[C@@H](OCc2ccc(CO)cc2)O1	-9%	40%[activator]	0	-4%	-2%	13%[59 µM]	-19%	0%	-5%
22	Cc1cccc(C(=O)NC2CCN(S(=O)(=O)c3ccccc3)CC2)c1	3%	23%	0	3%	1%	5%[12.7 µM]	-4%	-3%	-5%
23	CCNC(=S)N1CCn2c(nc3ccccc32)C1	5%	40%[activator]	0	8%	2%	-5%[59 µM]	-6%	29%	-10%
24	Cc1ccc(C)c(-c2csc(N/N=C/c3ccco3)n2)c1	i	?	-3	3%	-5%	?	?	?	-15%
25	COc1ccc2c(c1)CCc1c(C(=O)NC3CCCCC3)noc1-2	-1%	24%	3	0%	-3%	22%[59 µM]	-11%	6%	-10%
26	Cc1ccc(N(Cc2cc3ccc(C)cc3[nH]c2=O)C(=O)c2cccs2)cc1	-8%	65%[activator]	4	-4%	-1%	9%[12.7 µM]	-9%	-9%	-16%
27	CCCCN(CC)CCCNC(=O)Cn1nc(Cc2ccncc2)c2ccccc2c1=O	-9%	18%	4	-4%	2%	9%[12.7 µM]	-13%	4%	4%
28	COc1ccc(N2CC(C(=O)N3CCCC(C)C3)CC2=O)cc1 (centres undefined)	-2%	29%	7	-10%	0%	-7%	2%	5%	-11%
29	Cc1cc(C)c2nc(N3CCCC(C(=O)NCCCN4CCOCC4)C3)sc2c1 (centres undefined)	3%	31%	1	0%	1%	7%[59 µM]	-7%	3%	-5%
30	COC(=O)CCc1nc2cc(Cl)ccc2n(Cc2ccccc2)c1=O	-1%	71%[activator]	-5	-2%	84%[activator]	3%	21%	3%	-15%
31	CCOC(=O)C1(CCOC)CCN(Cc2ccc(C(=O)OC)cc2)CC1	i	38%[activator]	-1	1%	2%	5%	-6%	-18%	-13%
32	CCOc1cc(S(=O)(=O)NCC2OCCc3ccccc32)c(OCC)cc1-n1cnnn1 (centres undefined)	nt	24%	-1	4%	0%	?	-20%	-1%	-12%
33	Cc1ccc(CSCC(=O)NCc2ccco2)cc1	-11%	17%	1	9%	-6%	-2%[59 µM]	-29%	?	-21%
34	CC(=O)N(c1ccc2oc(=O)sc2c1)S(=O)(=O)c1cccs1	0%	28%	-27	1%	-17%	?	?	-9%	-6%
35	Cc1cc(NC(=O)c2cccs2)ncc1NC(=O)C(C)C	-16%	58%[activator]	?	1%	-6%	10%	-2%	-2%	-17%
36	O=C(/C=C\c1ccco1)NC(=S)Nc1ccccc1O	-4%	-12%	-4	4%	-1%	45µM*	-12%[11.4 µM]	50µM*	22µM*
37	O=C(COC(=O)c1cc([N+](=O)[O-])ccc1N1CCOCC1)Nc1cccc(F)c1	4%	-1%	0	-6%	7%	nt	-33%	?	-6%
38	COc1ccc(CSc2nc(C)cc(C)c2S(C)(=O)=O)cc1	-2%	77%[activator]	5	-22%	-2%	15%	25%	7%	-14%
39	CCOc1ccc(N(CC(=O)NCc2ccc(OC)cc2)S(C)(=O)=O)cc1	-1%	47%[activator]	-1	1%	3%	34%	2%	-4%	-8%
40	COCCN(C(=O)COC(=O)C1(c2ccccc2)CC1)c1c(N)n(CC(C)C)c(=O)[nH]c1=O	-2%	25%	-2	0%	-2%	-47%	-6%	5%	-4%

no.	smiles	Tb PGK inh	HP1b binding inh	PI4K2A block	GLS inhibitor	Pin1 inhibitor	G9a block	JMJD2A Tudor	BAZ2B inh	Pol eta inh
41	O=C(Nc1nc2c(ccc3ccccc32)s1)c1ccco1	-1%	35%	8	8%	?	17%	-15%	-31%	-5%
42	Cc1ccccc1C(=O)N(C)c1ccccc1C(=O)NCc1ccccc1	5%	5%	7	5%	-4%	nt	-17%	4%	-11%
43	OCCNc1ncnc2c1nnn2Cc1ccccc1	2%	25%	-2	4%	-17%	nt	-7%	-1%	11%
44	Nc1c(C=C2C=CC(=O)C=C2)c(=O)nc2snc(SCc3ccccc3)n12	-11%	6%	-2	-4%	19%	-41%[59 µM]	?	-32%	?
45	O=C(CSc1nnc(-c2ccc(Cl)s2)o1)N1CCCc2ccccc21	-1%	12%	0	-13%	-5%	10%	-8%[11.4 µM]	-3%	-25%
46	COc1ccc(CN2CC[C@H]3C=CC[C@@H](C(=O)Nc4ccc(Cl)c(C(F)(F)F)c4)[C@H]3C2=O)cc1OC	i	17%	-1	-7%	12%	nt	-15%	nt	-15%
47	CC1CC2=C(CC1/C=N/NC(N)=S)C(C)(C)CCC2 (centres undefined)	7%	-13%	4	11%	-8%	-29%	-24%	?	-14%
48	COc1ccc2c(CNCc3ccco3)c(C(=O)O)n(Cc3cccc(F)c3)c2c1	-10%	-11%	7	2%	4%	-34%[59 µM]	-29%	?	-11%
49	O=C(c1ccc(Cl)s1)N1CCN(c2ccccc2)CC1	-9%	83%[activator]	-4	17%	3%	?	-19%	6%	-2%
50	CCOC(=O)C1(Cc2cccc(OC)c2)CCCN(Cc2cnn(C)c2)C1 (centres undefined)	-7%	22%	0	-18%	2%	nt	-17%	5%	-16%
51	COc1ccc(NC(=O)c2ccc(-c3ccc([N+](=O)[O-])cc3)o2)cc1	-8%	18%	7	-18%	-6%	?	-10%	-1%	-3%
52	COc1cc(OC)cc(C(=O)NN2CCCCC2)c1	i	21%	3	22%	-4%	11%	-6%	-6%	-8%

An excerpt of these results, with two lines to a compound.
Values run as follows: Tb PGK inh	HP1b binding inh	PI4K2A block	GLS inhibitor	Pin1 inhibitor	G9a block	JMJD2A Tudor	BAZ2B inh	Pol eta inh
49	O=C(c1ccc(Cl)s1)N1CCN(c2ccccc2)CC1
→ -9%	83%[activator]	-4	17%	3%	?	-19%	6%	-2%
50	CCOC(=O)C1(Cc2cccc(OC)c2)CCCN(Cc2cnn(C)c2)C1 (centres undefined)
→ -7%	22%	0	-18%	2%	nt	-17%	5%	-16%

These rows are one share of the data; rates above refer to the full screens.
